# Assay outcomes: PubChem, National Center for Advancing Translational Sciences (NCATS)
# Tb PYK inh – T. brucei pyruvate kinase inhibition; Q57TT1; TbPYK enzyme, Kinase-Glo Plus ATP luminescence, 45 min; Potency, µM (highest dose often 76.8 µM), inactives show at the highest dose activity, negative = inhibition, usual class: inhibitors; 410,000 tested, 0.12% active; AID 624173; active means well fitted inhibition curve with a large enough effect; inconclusive means small, poorly fitted or top-dose-only effect; further: nearly all actives have a fitted effect of over 50% in size
#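 Quantitative HTS: titrated library compounds versus trypanosomal pyruvate kinase in TEA buffer (pH 7.2) containing KCl, MgCl2, BSA and Tween-20. Reactions were initiated with ADP, 130 uM final. Kinase-Glo Plus luminescence was read after 45 min at RT.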
# Active calls of the source: *; ? = inconclusive; [ ] = remark or other dose. On the % scale 0 is the no-effect control and ±100 the full control effect; potency means the concentration at half of the fitted maximal effect. These rows are one share of the data (hit frequency here may not be typical).
entry	Molecule	Tb PYK inh
1	CCCNC(=O)Cn1nc(-c2ccc(F)cc2)c2cnc3ccc(F)cc3c21	-4%
2	CC1(C(=O)NS(=O)(=O)c2ccccc2)CCN1C(=O)Cc1ccc(Cl)cc1Cl (stereo unspecified)	1%
3	O=C(Cn1c(=O)n(Cc2ccccc2)c(=O)c2sc3ccccc3c21)Nc1ccccc1	-4%
4	COc1ccccc1NC(=O)C1=C(C)Nc2nc(SCc3ccccc3Cl)nn2C1c1cccnc1 (stereo unspecified)	2%
5	CCOc1cc(C(=O)N2CCn3c4c(c5cc(C)ccc53)CCCC42)cc(OCC)c1OCC (stereo unspecified)	-8%
6	Cc1coc2c1c(C)cc1oc(=O)cc(C)c12	0%
7	Cc1ccc(NC(=O)Nc2nnc(N3CCCCC3)s2)c(C)c1	-12%
8	O=C(CCCCn1c(=O)c2ccccc2n(Cc2ccccc2Cl)c1=O)NCCc1ccccc1	1%
9	CCCc1nc(SC)ncc1C(=O)N1CCN(c2ccc(Cl)cc2)CC1	-8%
10	CCCCCCCCN1C(=O)[C@H](CC(=O)NCc2cccs2)C[C@@]2(C(=O)OCC)CCCC=C12	-1%
11	O=S1(=O)CC(N2CCN(Cc3ccccc3F)CC2)CN1Cc1cn(Cc2ccc(Cl)cc2)nn1 (stereo unspecified)	2%
12	O=C(CSc1nc(-c2cccc(Cl)c2)nc2cc(=O)[nH]n12)Nc1ccccc1	-4%
13	CCN(CC)c1ccc(NC(=O)c2cnn(-c3ccccc3)c2-n2cccc2)c(C)c1	-9%
14	COc1ccc(CCCNC(=O)C2Cc3c(-c4cccc(NC(C)=O)c4)ccnc3O2)cc1 (stereo unspecified)	-8%
15	CCOc1ccc(-n2cc(-c3ccccc3)c3c(NCCc4ccccc4)ncnc32)cc1	19%

# Among those listed so far, these contain a Cl atom:
entry	Molecule	Tb PYK inh
2	CC1(C(=O)NS(=O)(=O)c2ccccc2)CCN1C(=O)Cc1ccc(Cl)cc1Cl (stereo unspecified)	1%
4	COc1ccccc1NC(=O)C1=C(C)Nc2nc(SCc3ccccc3Cl)nn2C1c1cccnc1 (stereo unspecified)	2%
8	O=C(CCCCn1c(=O)c2ccccc2n(Cc2ccccc2Cl)c1=O)NCCc1ccccc1	1%
9	CCCc1nc(SC)ncc1C(=O)N1CCN(c2ccc(Cl)cc2)CC1	-8%
11	O=S1(=O)CC(N2CCN(Cc3ccccc3F)CC2)CN1Cc1cn(Cc2ccc(Cl)cc2)nn1 (stereo unspecified)	2%
12	O=C(CSc1nc(-c2cccc(Cl)c2)nc2cc(=O)[nH]n12)Nc1ccccc1	-4%

# (further entries)
entry	Molecule	Tb PYK inh
16	Cc1ccc(F)c(S(=O)(=O)NC(=O)C2(C)CCN2C(=O)Cc2ccccc2)c1 (stereo unspecified)	2%
17	Cc1cccc(N(CC(=O)NCCc2ccccc2)S(=O)(=O)c2ccccc2)c1C	-3%
18	Cc1cc(C)c(NC(=O)CSc2nc3nc(C)cc(C)n3n2)c(C)c1	-7%
19	COc1ccc(Cc2c(C(C)(C)C)nc3cc(C)c(Br)c(C)n23)c(C)c1	2%
20	O=C(CN1CCCN(Cc2ccccc2Cl)S1(=O)=O)Nc1ccc2c(c1)OCCO2	1%
21	COc1ccc(C(c2nnnn2-c2c(C)cccc2C)N2CCC(n3c(=O)[nH]c4ccccc43)CC2)cc1 (stereo unspecified)	-1%
22	CCCN1CCN(CCCNC(=O)CN2C(=O)COc3ccc(C(C)(C)C)cc32)CC1	6%
23	COc1ccc(-c2cc3ccc(O)c(CN4CCC(C)CC4)c3oc2=O)cc1OC	3%
24	O=C1NC[C@H](CCCCN2C[C@H](Cc3ccc(O)cc3)N(Cc3ccccc3)C(=O)C2=O)N(CCc2ccc(O)cc2)C1=O	0%
25	OCCc1ccc(NCCc2ccco2)cc1	-5%
26	CNC(=O)C1CN(C(=O)c2nn(Cc3ccccc3)c(=O)c3ccccc23)c2ccccc2O1 (stereo unspecified)	-1%
27	COc1ccccc1CNC(=O)c1ccc2c(c1)nc(C)n2-c1cccc(C)c1	1%
28	CCOc1ccc(NC(=O)Cn2cc(C(=O)c3ccc(C)cc3)c(=O)c3cc4c(cc32)OCCO4)cc1	7%
29	COc1ccccc1N(CC(=O)Nc1ccccc1C(F)(F)F)S(=O)(=O)c1ccc(C)cc1	-2%
30	CC(C)(C)NC(=O)c1oc2ccccc2c1NC(=O)c1ccc(F)cc1	-2%
31	Cc1ccc(S(=O)(=O)N2C[C@H]3N(C(=O)OC(C)C)N(C(=O)OC(C)C)C[C@H](OC(=O)NCc4ccccc4)[C@@]3(O)C2)cc1	0%
32	COc1cc(OC)cc(C2=Cc3ccccc3C(CC(=O)c3ccco3)N2c2ccc(-c3ccc(C(N)=O)cc3)cc2)c1 (stereo unspecified)	7%
33	COc1ccc(NC(=O)c2oc3ccccc3c2NC(=O)c2cc(=O)c3ccccc3o2)cc1	-7%
34	CCOC(=O)c1noc2ncn(CC(=O)Nc3cc(Cl)ccc3OC)c(=O)c12	2%
35	Cn1nc(SCc2ccccc2)c(=O)[nH]c1=O	-1%
36	Cn1cc(S(=O)(=O)N2CCCCCC2)cc1C(=O)NCc1ccc(Cl)cc1	6%
37	CCCSc1ncc(Cl)c(C(=O)Nc2nc3ccc(C)cc3s2)n1	2%
38	CCOC(=O)c1cc(C)n(CC2CCC(C(=O)Nc3cccc(Cl)c3)CC2)c1C (stereo unspecified)	-2%
39	CN1C(C(=O)Nc2ccc(F)cc2F)=CC(c2ccc3c(c2)OCO3)=NS1(=O)=O	0%
40	COc1cc(NC(=O)C2CCN(S(=O)(=O)c3ccc4c(c3)CCCC(=O)N4)CC2)cc(OC)c1	1%
41	Cn1cc(C(=O)NCc2ccccc2)c(=O)c2cc(S(=O)(=O)N3CCOCC3)ccc21	-5%
42	Cc1ccc(CNC(=S)Nc2ccc3c(c2)c(=O)n(C)n3Cc2cccc(C(F)(F)F)c2)cc1	?
43	Cc1ccc(N2C(=O)CSC23C(=O)Nc2ccccc23)cc1F (stereo unspecified)	4%
44	CC(C)C12CN3CC(C(C)C)(CN(C1)C3c1ccc(Cl)cc1)C2=O (stereo unspecified)	2%
45	CC1(c2nc3ccccc3[nH]2)c2ccccc2C(=O)N1Cc1ccccn1 (stereo unspecified)	3%

# The closing three compounds of the section above come first, to join the parts.
entry	Molecule	Tb PYK inh
43	Cc1ccc(N2C(=O)CSC23C(=O)Nc2ccccc23)cc1F (stereo unspecified)	4%
44	CC(C)C12CN3CC(C(C)C)(CN(C1)C3c1ccc(Cl)cc1)C2=O (stereo unspecified)	2%
45	CC1(c2nc3ccccc3[nH]2)c2ccccc2C(=O)N1Cc1ccccn1 (stereo unspecified)	3%
46	O=S(=O)(c1ccc(NC(=S)NC23CC4CC(CC(C4)C2)C3)cc1)N1CCCCC1	0%
47	COc1ccc(OCc2ccc(-c3nc(C#N)c(NC(C)c4ccccc4)o3)o2)cc1 (stereo unspecified)	3%
48	Cc1c(C(=O)Nc2nccs2)oc2ccccc12	-1%
49	CCOc1ccc(-c2cccc(NS(=O)(=O)c3cccc([N+](=O)[O-])c3)c2)nn1	-1%
50	COC(=O)CN1C(=O)C(O)(c2c(C)[nH]c3ccccc23)c2ccccc21 (stereo unspecified)	1%
51	C[C@H]1CN([C@@H](C)CO)S(=O)(=O)c2ccc(Br)cc2O[C@H]1CN(C)C(=O)Cc1ccccc1	7%
52	Cc1ccc(Sc2ccc(NC(=O)c3ccc(F)cc3)cc2C#N)cc1	2%
53	C[C@H](CO)N1C[C@H](C)[C@@H](CN(C)S(=O)(=O)c2cccs2)OCc2cnnn2CCCC1=O	-3%
54	Cc1ccc(C)c(Cn2c(C(C)NC(=O)c3ccc(F)cc3)nc3ccccc32)c1 (stereo unspecified)	-2%
55	CN[C@@H](CO)C(=O)NC[C@H]1O[C@@H](n2cc(C)c(=O)[nH]c2=O)C[C@@H]1O	-4%
56	C[C@@H]1CN([C@@H](C)CO)C(=O)CCCn2cc(nn2)CO[C@H]1CN(C)C(=O)Oc1ccc2ccccc2c1	-12%
57	CCCc1nc2ccc(C(=O)OC)cn2c1Cc1ccccc1	1%
58	O=C(Nc1cccc(NC(=O)c2ccccc2Cl)c1)c1cccc(Br)c1	0%
59	O=C(OCc1ccccc1)N1CCC2CC1c1cc(-c3cc4ccccc4o3)ccc12 (stereo unspecified)	6%
60	CC1(C(=O)NS(=O)(=O)Cc2cccc(Cl)c2)CCN1C(=O)Cc1ccc(-c2ccccc2)cc1 (stereo unspecified)	8%
61	CCCCN(C=O)c1c(CC)nc2c(OCC(=O)C(C)(C)C)cccn12	4%
62	C[C@@H]1CN([C@@H](C)CO)S(=O)(=O)c2ccc(Br)cc2O[C@H]1CN(C)C(=O)c1ccncc1	3%
63	CCOc1ccc(NC(=O)C(NS(=O)(=O)c2cccc3nsnc23)c2ccccc2)cc1 (stereo unspecified)	0%[15.4 µM]
64	COc1ccc(Nc2c3c(nc4nncn24)CCC3)cc1OC	-2%
65	CN(C)c1ccc(CNc2nc(-c3ccco3)nn2S(C)(=O)=O)cc1	-4%
66	CCc1ccc(OCc2nc(-c3ccc(OC)cc3)no2)c(Br)c1	0%
67	Cc1cc(-n2c(C)nc3ccccc3c2=O)ccc1NC(=O)c1cccc([N+](=O)[O-])c1C	-8%
68	COc1ccc(C(=O)Nc2nc3nc(C)c(Cc4ccccc4)c(=O)n3[nH]2)cc1OC	-4%
69	COC(=O)c1c(-c2ccc(Cl)cc2)noc1N1CCN(c2ccc(C(C)=O)cc2)CC1	9%
70	Cc1cccc(CNC(=O)c2ccc3nc(-c4ccccc4)c(-c4ccccc4)nc3c2)c1	6%
71	Cc1ccc(-n2nc(CO)c(C(=O)NCCCCc3ccccc3)n2)cc1	5%
72	CCOC(=O)c1ccc(NC(=O)Nc2cc3c(cc2N2CCCC2)n(C)c(=O)n3C)cc1	-2%
73	COc1ccc(-c2c(C)c3ccc(O)c(CN4CCC(C)CC4)c3oc2=O)cc1OC	0%
74	Cc1cn2c(=O)c(S(=O)(=O)Nc3ccc(F)cc3F)c(C)nc2s1	-1%
75	Cc1ccc(NC(=O)CCS(=O)(=O)c2cccc3nsnc23)c(C)c1	3%
76	COCCNC(=O)Cn1c(=O)c2cccn2c2ccc(F)cc21	-2%
77	C[C@@H]1CN([C@H](C)CO)C(=O)CCCn2cc(nn2)CO[C@H]1CN(C)S(=O)(=O)c1ccccc1	-8%
78	COc1ccc(-c2nc(C)c(CCNC(=O)C(=O)Nc3cccc(F)c3)s2)cc1OC	-2%
79	CCOC(=O)C1(C)CCCCN1C(=O)c1cccnc1 (stereo unspecified)	-8%
80	Cc1cccc(-c2nc(C)c(CCNC(=O)C(=O)Nc3cccc(Cl)c3C)s2)c1	-5%
81	CC(=O)NC(c1cccc(F)c1)c1nc(-c2cccc(C(F)(F)F)c2)cs1 (stereo unspecified)	-1%
82	Cc1oc(-c2ccc(Cl)cc2)nc1Cn1c(=O)cc(C)c2c(C)nn(-c3ccccc3)c21	0%
83	Cc1cc(C)cc(Cn2cc(CN3CC(N4CCN(Cc5ccccc5F)CC4)CS3(=O)=O)nn2)c1 (stereo unspecified)	0%
84	COc1ccccc1CNC(=O)C(=O)NCC(c1cccnc1)N1CCN(c2ccc(F)cc2)CC1 (stereo unspecified)	-10%
85	CCOc1ccccc1NC(=O)CSc1ncc(S(=O)(=O)c2ccc(C(C)(C)C)cc2)c(=O)[nH]1	6%
86	COc1cccc(CNc2nc3cc(-c4cccc(Cl)c4)sc3c(=O)n2C)c1OC	3%
87	COc1ccc2nc(Cl)c(C=O)c(N3CCOCC3)c2c1	-10%
88	Nc1nc2ccccc2n1S(=O)(=O)c1ccccc1	5%
89	COc1cccc(CNC(=O)Cn2cccc2C(=O)c2ccccc2)c1	1%
90	O=C(Nc1ccc(Br)cc1C(=O)c1ccccc1Cl)c1ccccc1F	5%
91	Cc1cn(C)c(CC(=O)N2CCN(c3ccc(F)cc3)CC2)c1C(=O)O	1%
92	COc1ccccc1NC(=O)C1=C(C)Nc2ncnn2C1c1cccn1C (stereo unspecified)	-2%
93	COc1cc(NC(=O)c2nnn(Cc3ccc(F)cc3)c2N)cc(OC)c1	-5%
94	COCCNC(=S)N1Cc2ccccc2-n2nncc2C1	-4%
95	COc1cc(C2c3c(oc4ccc(C)cc4c3=O)C(=O)N2Cc2ccc(F)cc2)ccc1O (stereo unspecified)	2%
96	CCCCCCCCN1C(=O)[C@H](CC(=O)NCC23CC4CC(CC(C4)C2)C3)C[C@@]2(C(=O)OCC)CCCC=C12	0%
97	CC(=O)Nc1ccc2nc(-c3cc(C)ccc3C)[nH]c2c1	0%
98	Cn1c(-c2ccccc2)cc(=NNS(C)(=O)=O)c2cc(S(=O)(=O)O)ccc21	-16%
99	Cn1c(=O)n(C)c2cc(NS(=O)(=O)c3ccc(Cl)cc3)c(NCc3ccccc3)cc21	-4%
100	CC1(C)CC(=O)C=C(c2cccc(OC(=O)c3ccc(Br)cc3)c2)C1=O	-7%
101	CC(=O)OCc1cnc(C)c2oc(=O)c(C(=O)Nc3cc(F)ccc3C)cc12	-2%
102	CCc1nn(CC(=O)N2CCN(c3ccc(Cl)cc3)CC2)c(=O)c2cc3occc3n12	-2%
103	CN(C)c1ccc(C(=O)Nc2c(C(=O)NC(C)(C)C)oc3ccccc23)cc1	-10%
104	CS(=O)(=O)Nc1ccc(-c2cccc3nccn23)cc1	-5%
105	Cc1ncc(CO)c2c1Oc1nc(-c3ccccc3F)nc(SCC(=O)N3CCCCC3)c1C2	-10%
